Assay outcomes (PubChem)
Htt clearance: compounds clearing mutant huntingtin protein. AID 853. hit rate 0.42% among 47,000. inhibition, % at 1.5 µM. HeLa Exon1htt(103Q)mCFP, aggregate imaging; zero = plate's median compound well;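 active means inhibition of aggregate fluorescence above about 70%, also judged a hit by eye on the cell image, limit read from the data, passing the limit was not always enough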;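 further: cells exposed to compound for three days before fixation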
Htt clearance grain fraction: further read-out of Htt clearance, marked with its call; fraction fluorescence in grains; measured here: aggregate grain fluorescence fraction; hits give low values;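 scaled fraction of total cell fluorescence in grains with unit not stated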
Starred values were filed as active, the others as inactive.

nr	Compound	Htt clearance grain fraction	Htt clearance
1	O=C(CCn1nc(-c2ccccc2)c2ccccc2c1=O)NCC1CCCO1 (stereo unspecified)	24	33
2	COCCN1C(=O)C(O)=C(C(C)=O)C1c1ccc(F)cc1 (stereo unspecified)	57	-66
3	CCCC(C(=O)NC1CCCC1)N(CC1CCCO1)C(=O)c1snc(C(N)=O)c1N (stereo unspecified)	40	1
4	CCCc1nc(N)c(C#N)c(-c2ccco2)c1CC	20	1
5	CCC1CCCCN1C(=O)Nc1ccc(F)cc1 (stereo unspecified)	14	30
6	COC(=O)c1cc(NC(=O)c2c(Cl)nc3sccn23)cc(C(=O)OC)c1	30	-50
7	O=[N+]([O-])c1ccc(NC(=S)N/C(=N/CS(=O)(=O)c2ccccc2)c2ccccc2)cc1	37	7
8	O=C1CSC(=Nc2cc(Cl)ccc2Cl)N1	18	16
9	CCOC(=O)C1CCN(Cc2ccc(F)c(F)c2)CC1	24	-19
10	Cc1ccc(C)c(NC(=O)c2ccccc2O)c1	28	26

nr	Compound	Htt clearance grain fraction	Htt clearance
11	N#CC1=C(O)C(c2ccccc2)n2c1nc(=O)c1ccccc12 (stereo unspecified)	17	18
12	Cc1ccc(C2NC(=S)NC3=C2N2CCC3CC2)cc1 (stereo unspecified)	27	37
13	O=C(N1CCCCCC1)N1CCN(C(=O)N2CCCCC2)CC1	23	-30
14	C1CN(CC23CC4CC(CC(C4)C2)C3)CCO1	14	24
15	O=C1CC(C(=O)NCc2ccccc2)C2(CCCC2)O1 (stereo unspecified)	48	-34
16	Cc1ccc(S(=O)(=O)NCC(=O)OCC(=O)N2CCc3ccccc32)cc1	13	39
17	COCC(=O)NCCc1nc(-c2ccccc2)cs1	21	39
18	CCOC(=O)CSc1nnc(CNC(=O)Cc2ccccc2)n1-c1ccccc1OC	23	-21
19	CCCCNC(=O)c1cnc2n(c1=O)CCS2	33	-53
20	COCCCNC(=O)c1c(N)n(-c2ccc3c(c2)OCO3)c2nc3ccccc3nc12	39	-10

nr	Compound	Htt clearance grain fraction	Htt clearance
21	O=C(c1cn[nH]c1)c1cc(F)ccc1O	32	10
22	O=C(NC1(C(F)(F)F)C(=O)Nc2c1c(=O)[nH]c(=O)n2Cc1ccccc1)c1ccc(Cl)cc1Cl (stereo unspecified)	28	25
23	N#CCCCSc1nnc(Cc2ccc3c(c2)OCO3)o1	13	36
24	Cc1nn(Cc2ccc(Cl)cc2)c(C)c1NC(=O)C1CC=CCC1C(=O)O (stereo unspecified)	36	0
25	O=C(NCc1cccnc1)C1c2ccccc2C(=O)N1C1CCCCCCC1 (stereo unspecified)	44	-20
26	Cc1cc(C)nc(SCNC(=O)c2ccccc2)n1	29	-44
27	O=CN1Cc2[nH]c3ccccc3c2N(c2ccc(Cl)cc2)C1=O	32	8
28	Cn1c(=O)c2c(nc(N3CCOCC3)n2C)n(C)c1=O	39	-10
29	O=P(C1=C(N2CCOCC2)/C(=C\c2ccccc2)CC1)(N1CCOCC1)N1CCOCC1	21	41
30	Cc1ccc(-c2nc(CSCC(=O)NCCN3CCN(Cc4ccccc4)CC3)c(C)o2)cc1	32	13

nr	Compound	Htt clearance grain fraction	Htt clearance
31	Cc1cc(NC(=O)c2cc(-c3ccccc3)on2)n(-c2ccccc2)n1	22	-19
32	CC(=O)Nc1ccc(S(=O)(=O)N2CCCC2C(=O)O)cc1 (stereo unspecified)	37	-1
33	CCOC(=O)Cc1cc(=O)n2[nH]c(C)c(-c3ccccc3)c2n1	29	-38
34	CCn1nnc(NC(=O)COc2ccc(C3CCCCC3)cc2)n1	55	-25
35	COc1ccccc1OCCCc1c(C)n[nH]c1C	34	-66
36	Cc1cc(NC(=O)Cn2nc(C(F)(F)F)c3c2CCCC3)no1	9.7	50
37	O=C(CSc1ccc(-c2ccc(F)cc2)nn1)N1CCCCC1	32	4
38	Cc1cccc(-n2nnc(C(=O)NCc3ccc4c(c3)OCO4)c2N)c1	34	1
39	O=C(CSc1nnc(CNc2ccc(F)cc2)o1)OC1CCCCC1	34	14
40	COC(=O)c1ccccc1NC(=O)CSc1nnc(-c2ccc(C)cc2)o1	18	12

nr	Compound	Htt clearance grain fraction	Htt clearance
41	CC(=O)c1ccc(N2CCN(C(=O)c3cc(C)on3)CC2)cc1	26	-40
42	O=C(CCN1CCN(c2ccc(Cl)cc2)CC1)Nc1ccccc1F	24	20
43	COc1ccc(CNC(=O)c2cc(-c3cccs3)on2)cc1	49	-16
44	O=C(Nc1ccc(S(=O)(=O)N2CCOCC2)cc1)c1ccc(Cl)s1	30	27
45	CCS(=O)(=O)Nc1ccc(C(=O)c2ccccc2)cc1	11	44
46	Cc1ccc(C(=O)N/N=C\c2ccc[nH]2)cn1	29	-23
47	Cc1nnc(SCC(=O)Nc2ccccc2NC(=O)CSc2nnc(C)s2)s1	17	0
48	COc1ccccc1Nc1nc(-c2cccs2)cs1	29	12
49	C=CCNC(=O)C1CC(=O)N(c2ccc(OCC(=O)Nc3cccc(OC)c3)cc2)C1 (stereo unspecified)	7.1	62
50	CN(C)CC1CCCCC1C1(O)c2ccccc2CSc2sccc21 (stereo unspecified)	17	5

nr	Compound	Htt clearance grain fraction	Htt clearance
51	O=C(Nc1c(C(=O)Nc2cccc3ccccc23)cnn1-c1ccccc1)c1ccco1	11	44
52	COc1cccc(Nc2nnc(SCC(=O)N3CCOCC3)s2)c1	36	16
53	CCOC(=O)C1=C(C)NC2=C(C(=O)C(C(=O)OCC)C(c3ccc(OC)cc3)C2)C1c1ccccn1 (stereo unspecified)	34	15
54	CC12CCC(c3c(C(=O)O)nn(-c4ccccc4)c31)C2(C)C (stereo unspecified)	12	34
55	CCn1c(SCC(=O)Nc2cc(NC(C)=O)ccc2OC)nnc1-c1ccncc1	25	-45
56	CC(=O)c1c(C)oc2ccc(NS(=O)(=O)c3ccc(O)c(C(=O)O)c3)cc12	14	26
57	COc1ccc(CN2CCCC(C(=O)N(C)Cc3ccccc3)C2)cc1OC (stereo unspecified)	30	22
58	Cc1noc(/C=C/c2ccco2)c1S(=O)(=O)N1CCC(C(=O)N2CCc3ccccc3C2)CC1	36	5
59	COc1ccc2cc3c(N)c(C(=O)NCc4ccco4)sc3nc2c1	21	-8
60	Cc1cccc(NC(=O)CSc2nc(N)cc(N)n2)c1	21	-10

nr	Compound	Htt clearance grain fraction	Htt clearance
61	Cc1cccc2[nH]c(-c3ccc(NC(=O)c4ccco4)cc3)nc12	23	46
62	Cc1nonc1NC(=O)CSc1nnc(-c2ccoc2C)n1CC(C)C	36	-5
63	Cc1c(NC(=O)c2ccc(=O)oc2)c(=O)n(-c2ccccc2)n1C	41	-17
64	Cc1ccc(C(=O)NCCCN2CCOCC2)cc1	11	35
65	CCN(CC)C(=O)c1cnn(-c2ccccc2)c1NC(=O)c1cccs1	8.6	55
66	O=S(Cc1cc(Sc2ccccc2)nc(-c2ccccc2)n1)c1ccccc1 (stereo unspecified)	22	32
67	COc1ccccc1CN1C(=O)CCC1(C)C(=O)NCc1cccnc1 (stereo unspecified)	14	28
68	O=C(CCn1nc(-c2ccccc2)ccc1=O)NCCCN1CCCCCC1	32	14
69	CCCCOCCCNC(=O)c1cccs1	15	8
70	O=C1CC(C(=O)O)C2(CCCC2)O1 (stereo unspecified)	16	20

nr	Compound	Htt clearance grain fraction	Htt clearance
71	CCN(CC)c1ccc2oc(=O)c(C)nc2c1	19	1
72	Cc1ccc(S(=O)(=O)N2CCCN(c3nc4cc(C)ccc4cc3C#N)CC2)cc1	11	46
73	COc1cccc(-c2cc(C(=O)Nc3c(C)n(C)n(-c4ccccc4)c3=O)no2)c1	22	-18
74	O=C(CCN1C(=O)c2ccccc2C1=O)OCn1nnc2ccccc2c1=O	54	-26
75	CC(C)(C)OC(=O)N1CCC(c2c(C(=O)O)cnn2-c2ccccc2Cl)CC1	59	-47
76	Cc1ccc(N(CC(=O)Nc2c(C)n(C)n(-c3ccccc3)c2=O)S(C)(=O)=O)cc1C	7.9	56
77	COC(=O)c1[nH]c2cccc(OC)c2c1NC(=O)CN1CCOCC1	42	-9
78	O=C(CN(Cc1ccc2c(c1)OCO2)C(=O)CNS(=O)(=O)c1ccccc1)NCc1ccco1	9.8	49
79	CCCOc1ccc(C(=O)NCCCn2ccnc2)cc1	23	37
80	O=C(Nc1cccc(C(=O)N2CCN(Cc3ccccc3)CC2)c1)c1ccccc1	40	9

nr	Compound	Htt clearance grain fraction	Htt clearance
81	COc1ccc(S(=O)(=O)N2CCC(C(=O)N3CCCC3)CC2)cc1	21	42
82	COc1ccc(S(=O)(=O)Cc2ccc(C(=O)N3CCN(C4CCCCC4)CC3)o2)cc1	41	17
83	COc1cc(C(O)P(=O)(OC(C)C)c2ccc(N(C)C)cc2)cc(OC)c1OC (stereo unspecified)	22	-4
84	Cn1c(=O)c(C(=O)Nc2ccccn2)c(O)c2ccccc21	47	-48
85	CCOc1ccc(C(=O)Nc2ccccc2N2CCOCC2)cc1	33	16
86	CC1CC(C)(C)NC(=O)O1 (stereo unspecified)	32	19
87	CC(=O)Nc1c(O)nc(SCC(=O)N2CCN(c3ccc(F)cc3)CC2)[nH]c1=O	18	-10
88	CCCn1nnnc1NCc1cccn1C	35	-84
89	CCNS(=O)(=O)c1ccc(NC(=O)c2cc(C(F)(F)F)nn2C)cc1	25	30
90	CCC(C)(C(=O)NC1CCCCC1)N(C(=O)c1cnccn1)c1c(C)n(C)n(-c2ccccc2)c1=O (stereo unspecified)	52	-35

nr	Compound	Htt clearance grain fraction	Htt clearance
91	COc1cc(Br)cc2cc(C(=O)N3CCN(C(=O)c4ccco4)CC3)c(=O)oc12	30	23
92	Cc1cc(C)c(C#N)c(Nc2ccc3c(c2)OCCO3)n1	46	-12
93	COc1cc2c(C)nc3onc(-c4ccccc4)c3c2cc1OC	17	8
94	Cc1cccc(N2CCN(Cc3ccoc3)CC2)c1C	9	50
95	COC(=O)C1=C(C)NC(C)=C(C(=O)OC)C1c1ccccc1OCc1c(C)no[n+]1[O-]	51	-38
96	Cc1ccc(N2C(=O)CSCC2=O)cc1	31	-2
97	Nc1nc2n(n1)C1(CCCCC1)C1=C(CCCC1)N2	41	-20
98	CC(C)(C)Cc1nnc(NS(=O)(=O)Cc2ccccc2)s1	26	-24
99	CC(=O)c1ccc(-n2nncc2C(C)(C)C)cc1	37	-1
100	CCN(CC)C(=O)C1CCCc2c1[nH]c1ccc(Cl)cc21 (stereo unspecified)	25	24

nr	Compound	Htt clearance grain fraction	Htt clearance
101	CC(C)(C)c1ccc(C(=O)Nc2cnccn2)cc1	11	38
102	O=C(O)C1Nc2c(C(=O)N3CCOCC3)cccc2C2C=CCC12 (stereo unspecified)	39	0
103	COc1ccc(CC(=O)c2cc(OC)c(OC)cc2CC(=O)O)cc1OC	15	25
104	CCCCN1CC(O)=C(c2nc(-c3ccc(Cl)cc3)cs2)C1=N	19	5
105	CS(=O)(=O)N(CC(=O)Nc1ccc(C(N)=O)cc1)C1CCCCC1	36	-28

From compound 84 to 105, copied from above:
nr	Compound	Htt clearance grain fraction	Htt clearance
84	Cn1c(=O)c(C(=O)Nc2ccccn2)c(O)c2ccccc21	47	-48
85	CCOc1ccc(C(=O)Nc2ccccc2N2CCOCC2)cc1	33	16
86	CC1CC(C)(C)NC(=O)O1 (stereo unspecified)	32	19
87	CC(=O)Nc1c(O)nc(SCC(=O)N2CCN(c3ccc(F)cc3)CC2)[nH]c1=O	18	-10
88	CCCn1nnnc1NCc1cccn1C	35	-84
89	CCNS(=O)(=O)c1ccc(NC(=O)c2cc(C(F)(F)F)nn2C)cc1	25	30
90	CCC(C)(C(=O)NC1CCCCC1)N(C(=O)c1cnccn1)c1c(C)n(C)n(-c2ccccc2)c1=O (stereo unspecified)	52	-35
91	COc1cc(Br)cc2cc(C(=O)N3CCN(C(=O)c4ccco4)CC3)c(=O)oc12	30	23
92	Cc1cc(C)c(C#N)c(Nc2ccc3c(c2)OCCO3)n1	46	-12
93	COc1cc2c(C)nc3onc(-c4ccccc4)c3c2cc1OC	17	8
94	Cc1cccc(N2CCN(Cc3ccoc3)CC2)c1C	9	50
95	COC(=O)C1=C(C)NC(C)=C(C(=O)OC)C1c1ccccc1OCc1c(C)no[n+]1[O-]	51	-38
96	Cc1ccc(N2C(=O)CSCC2=O)cc1	31	-2
97	Nc1nc2n(n1)C1(CCCCC1)C1=C(CCCC1)N2	41	-20
98	CC(C)(C)Cc1nnc(NS(=O)(=O)Cc2ccccc2)s1	26	-24
99	CC(=O)c1ccc(-n2nncc2C(C)(C)C)cc1	37	-1
100	CCN(CC)C(=O)C1CCCc2c1[nH]c1ccc(Cl)cc21 (stereo unspecified)	25	24
101	CC(C)(C)c1ccc(C(=O)Nc2cnccn2)cc1	11	38
102	O=C(O)C1Nc2c(C(=O)N3CCOCC3)cccc2C2C=CCC12 (stereo unspecified)	39	0
103	COc1ccc(CC(=O)c2cc(OC)c(OC)cc2CC(=O)O)cc1OC	15	25
104	CCCCN1CC(O)=C(c2nc(-c3ccc(Cl)cc3)cs2)C1=N	19	5
105	CS(=O)(=O)N(CC(=O)Nc1ccc(C(N)=O)cc1)C1CCCCC1	36	-28

Only part of the results is shown; count on the stated rates, not on these rows.
